CCR6 antag: CCR6 receptor antagonists, primary screen, cell-based, CHO-K1, luminescence, beta-arrestin, uHTS; CHO-K1 CCR6 PathHunter beta-arrestin, CCL20-stimulated; inhibition, % at 20 µM; hit rate 0.49% among 340,000; AID 493098, 2011;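 active = compounds whose inhibition of the agonist-driven luminescence signal at 20 µM reaches about 50%, limit read from the data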;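 also: cells stimulated with CCL20 at 14 nM final; plate controls were DMSO with CCL20 for no effect and DMSO without agonist for full effect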
Target sequence (P51684 whole entry, looked up): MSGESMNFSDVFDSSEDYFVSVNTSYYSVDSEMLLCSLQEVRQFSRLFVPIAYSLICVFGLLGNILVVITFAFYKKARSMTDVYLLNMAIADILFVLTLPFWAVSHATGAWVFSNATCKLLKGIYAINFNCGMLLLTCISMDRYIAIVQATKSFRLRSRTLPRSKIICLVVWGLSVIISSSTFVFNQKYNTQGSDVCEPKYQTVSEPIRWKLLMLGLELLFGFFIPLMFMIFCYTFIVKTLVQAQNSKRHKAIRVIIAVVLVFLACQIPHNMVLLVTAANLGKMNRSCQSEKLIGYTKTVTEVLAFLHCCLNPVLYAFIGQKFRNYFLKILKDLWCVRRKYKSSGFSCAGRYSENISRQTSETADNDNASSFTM
EBI2 antag: EBI2 receptor antagonists, beta-arrestin recruitment, primary screen, cell-based, luminescence, 7a,25-OHC stimulation, uHTS. G-protein coupled receptor 183 (Homo sapiens), P32249. 7a,25-OHC stimulated. inhibition, % at 5 µM. hit rate 0.81% among 360,000; in the data active = inhibition above about 38%;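 also: enzyme fragment complementation signal reports receptor beta-arrestin coupling in cells; 0% = agonist plus DMSO wells and 100% = wells without agonist; some results beyond the cut were filed as inactive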
Target sequence (P32249 whole entry, looked up, the tested form may be a part): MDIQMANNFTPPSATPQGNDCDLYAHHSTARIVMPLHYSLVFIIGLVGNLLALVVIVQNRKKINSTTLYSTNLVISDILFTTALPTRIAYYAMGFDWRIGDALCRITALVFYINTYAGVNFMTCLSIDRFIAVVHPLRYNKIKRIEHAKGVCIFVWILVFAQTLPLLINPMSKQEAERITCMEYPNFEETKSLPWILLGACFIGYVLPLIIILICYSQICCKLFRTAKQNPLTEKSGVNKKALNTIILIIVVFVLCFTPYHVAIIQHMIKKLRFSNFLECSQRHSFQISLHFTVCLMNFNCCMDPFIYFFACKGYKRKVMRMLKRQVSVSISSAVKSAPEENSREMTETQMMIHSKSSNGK
Gli-Sufu antag: Gli-Sufu pathway antagonists, primary screen, luciferase luminescence, Sufu-KO-LIGHT cells, uHTS; Sufu-KO-LIGHT fibroblasts, Gli luciferase reporter luminescence; inhibition, % at 5 µM; hit rate 0.74% among 340,000;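 active = inhibition above about 55%, limit read from the data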;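 also: 0% = DMSO-treated cells and 100% = wells with medium but no cells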
The depositor's hits bear a star. A portion of the library; count on the stated rates, not on these rows.

Below each SMILES – CCR6 antag | EBI2 antag | Gli-Sufu antag
1. COc1ccc(CN(C)C(=O)Cn2cc(C)c(=O)[nH]c2=O)cc1OC
    -9 | -1 | 21
2. O=C(Cn1cc(COc2ccc(Br)cc2)nn1)c1ccc(O)cc1
    11 | 2 | -6
3. c1ccc(C(CN2CCCCC2)Oc2ccccn2)cc1 (stereo unspecified)
    11 | -3 | 6
4. CCCCCn1c(SCC(=O)c2ccccc2)nc2cc(C(=O)NCc3ccco3)ccc2c1=O
    1 | -1 | 5
5. CCOC(=O)C1(CCOc2ccccc2)CCN(Cc2cccc(OC)c2)CC1
    7 | 4 | 5
6. O=C1C=CC(=O)N1c1cccc2cccnc12
    -5 | -9 | 12
7. Cc1cc(C)c(NC(=S)NC(=O)c2ccc(-c3ccccc3)cc2)c(C)c1
    21 | 19 | -3
8. Cc1ccc(C(=O)Cc2ccccc2)c(O)c1
    8 | 9 | -23
9. COc1ccccc1NS(=O)(=O)c1cc(NC(=O)c2ccccc2C)ccc1N1CCOCC1
    6 | 20 | 5
10. O=C(C1CCCN(S(=O)(=O)c2ccc(F)cc2)C1)N1CCOCC1 (stereo unspecified)
    0 | -15 | -74
11. Cc1ccc2nc(SC(C)C(=O)NC3CCCc4ccccc43)[nH]c2c1 (stereo unspecified)
    12 | 2 | 5
12. COc1ccc(OC)c(N=Nc2c(O)c3ccccc3[nH]c2=O)c1
    33 | -16 | -3
13. Cc1c(O)ccc(C(=O)CN2CCN(Cc3ccc4c(c3)OCO4)CC2)c1O
    -6 | -7 | 15
14. CSCc1nc2scc(-c3ccccc3)c2c(=O)[nH]1
    0 | 5 | -35
15. O=C(/C=C/c1ccccc1)Nc1cccc(C(=O)NC2CC2)c1
    8 | -4 | -57

From no. 13 as far as 15, as listed above:
Below each SMILES – CCR6 antag | EBI2 antag | Gli-Sufu antag
13. Cc1c(O)ccc(C(=O)CN2CCN(Cc3ccc4c(c3)OCO4)CC2)c1O
    -6 | -7 | 15
14. CSCc1nc2scc(-c3ccccc3)c2c(=O)[nH]1
    0 | 5 | -35
15. O=C(/C=C/c1ccccc1)Nc1cccc(C(=O)NC2CC2)c1
    8 | -4 | -57

Next structures follow:
Below each SMILES – CCR6 antag | EBI2 antag | Gli-Sufu antag
16. [O-][N+](=Cc1ccccc1)c1ccc(Cl)cc1
    15 | -3 | -76
17. CCOc1ccccc1C(=O)NCC(=O)NCCSc1ccc(Br)cc1
    16 | 26 | 4
18. Cc1cc[n+](-c2[nH]c(=O)sc2/C=N/N=C(\[O-])c2ccccc2)cc1C
    4 | 1 | 3
19. Nc1cc(S(=O)(=O)O)cc2ccc(S(=O)(=O)O)cc12
    -2 | -33 | -1
20. CCOC(=O)C1=CC(=O)CC(C)(C)O1
    -3 | 0 | -3
21. Cc1cc(-c2n[nH]c(=S)n2/N=C/c2cc([N+](=O)[O-])ccc2Cl)n[nH]1
    8 | -18 | 3
22. Nc1cc2c3c(cccc3c1)C(=O)N(CCN1CCCC1)C2=O
    10 | 8 | 47
23. Nc1cc(=O)[nH]c2ncnn12
    1 | -8 | 6
24. CCOC(=O)C1=C(C(=O)OCC)c2ccc(OC)c(OC)c2C1
    11 | -4 | -1
25. Oc1[nH]c(N=C2N=c3ccccc3=N2)c2ccccc12
    -1 | 29 | 53
26. O=C(N/N=C/c1ccc([N+](=O)[O-])o1)c1ccc(O)cc1
    14 | -15 | 15
27. O=C(CCSC1=NCCCN1)c1ccc(F)cc1
    48 | 1 | 7
28. CCc1cc[n+](C(C(=S)Nc2cccc(C)c2)=C([O-])c2ccc(C)c([N+](=O)[O-])c2)cc1
    17 | 7 | -19
29. COC(=O)c1ccc(NCc2c(O)ccc(O)c2Br)cc1Cl
    31 | 1 | 36
30. CN(C)/C(=C\C(=O)c1ccccc1)C(=O)c1ccccc1
    10 | -12 | -3

Whole records as entered above.
CCOC(=O)C1=C(C(=O)OCC)c2ccc(OC)c(OC)c2C1 in the list: CCR6 antag: 11; EBI2 antag: -4; Gli-Sufu antag: -1
Nc1cc(S(=O)(=O)O)cc2ccc(S(=O)(=O)O)cc12 in the list: CCR6 antag: -2; EBI2 antag: -33; Gli-Sufu antag: -1

(more compounds)
Below each SMILES – CCR6 antag | EBI2 antag | Gli-Sufu antag
31. C=CCN(CC=C)C(=O)Nc1cc(OC)ccc1OC
    3 | 6 | -4
32. COCCNC(=O)C(OC(=O)c1ccco1)c1ccc(OC)cc1 (stereo unspecified)
    -4 | -10 | -6
33. COc1ccc(Cc2nc3c([nH]2)c(=O)n(C)c(=O)n3C)cc1OC
    7 | 2 | 4
34. O=S(=O)(NN=Cc1ccc(O)cc1O)c1cc(Cl)c(Cl)cc1Cl
    0 | 1 | 0
35. CCOC(=O)Nc1ccc(OC(=O)Oc2ccc(NC(=O)OCC)cc2)cc1
    6 | -6 | 0
36. CCOC(=O)CSc1nnc([C@H](CC(C)C)NC(=O)OC(C)(C)C)o1
    -11 | -5 | -7
37. COc1ccc(Nc2ccc3ccccc3c2)cc1
    9 | 5 | -109
38. CCCN1CCN(CC(O)COC(c2ccc(OC)cc2)c2ccc(OC)cc2)CC1 (stereo unspecified)
    6 | -12 | 15
39. OC(CNCCc1ccc(Cl)cc1)COc1ccc2ccccc2c1 (stereo unspecified)
    10 | 1 | 8
40. Cc1ccc(S(=O)(=O)N2CCSCCSCCSCCSCC2)cc1
    16 | 25 | 6
41. COc1ccc(C(=O)Nc2cccc(C)n2)cc1S(=O)(=O)N1CCCc2ccccc21
    22 | 7 | 12
42. COc1ccc(COC(=O)CCc2cc(OC)c(OC)c(OC)c2)cc1F
    4 | 2 | 8
43. CN(C(=O)c1cccc(NC(=O)Cc2cccc(NC(=O)C3CCCN(C(=O)C4CCC4)C3)c2)c1)C1CC1 (stereo unspecified)
    7 | -4 | 9
44. O=C(c1ccccc1)c1ccc[nH]1
    6 | -2 | 8
45. COC(C(=O)C(O)C(C)O)C1Cc2cc3cc(OC4CC(OC5CC(O)C(O)C(C)O5)C(O)C(C)O4)c(C)c(O)c3c(O)c2C(=O)C1OC1CC(OC2CC(OC3CC(O)C(OC)C(C)O3)C(O)C(C)O2)C(O)C(C)O1 (stereo unspecified)
    4 | -7 | -27
46. CC(=O)OCC(=O)C1(O)CCC2C3CCC4=CC(=O)CCC4(C)C3(Cl)C(O)CC21C (stereo unspecified)
    -2 | 9 | 7
47. CC1=C(C(=O)Nc2cccc(C)n2)C(c2ccc3c(c2)OCO3)C2=C(CC(c3ccco3)CC2=O)N1 (stereo unspecified)
    -5 | 6 | 8
48. Oc1ccc(C[C@H]2CNC(=S)N2CC2CCCN2C[C@H](Cc2ccc(O)cc2)N2C[C@H](Cc3ccc(O)cc3)N(CC3CCCCC3)C2=S)cc1 (stereo partly specified)
    20 | 28 | 12
49. O=C(NCCCCCCNC(=O)OCc1ccccc1)OCc1ccccc1
    3 | 18 | 10
50. O=C(CSc1nnc(Nc2ccccc2F)s1)NCc1ccco1
    2 | 1 | 2
51. Cc1ccc(NC(=O)c2noc3c2CCC3)cc1C
    4 | 7 | -100
52. COc1ccc(CNC(=O)Cn2cc(C)c(=O)[nH]c2=O)cc1
    2 | -14 | 4
53. Cc1ccc(S(=O)(=O)N2CCOCC2)cc1NC(=O)CSc1nnc(COc2ccccc2F)n1N
    12 | -16 | 6
54. CC(C)C[C@H]1CN([C@@H](CC(C)C)CN2CCCC2CN2C(=S)NC[C@@H]2Cc2ccc(O)cc2)C(=S)N1CC1CCCCCC1 (stereo partly specified)
    14 | 10 | 5
55. O=c1[nH]cnc(O)c1C1C=CC=CC=C1
    3 | 5 | -2
56. COc1cccc(C(=O)NCCCc2ccccc2)c1OC
    -6 | -5 | -26
57. O=C(NCCCc1ccccc1)c1cccc(NC(=O)c2ccccc2)c1
    17 | -5 | -6
58. CCOC(=O)[C@@H]1CSCCS(=O)(=O)N1Cc1ccccc1Br
    15 | -14 | -7
59. O=C(O)C(Oc1ccc(Cl)cc1)c1ccc(Cl)cc1 (stereo unspecified)
    9 | -6 | 1
60. COc1ccc2nc(NCc3ccc(OC)c(OC)c3OC)sc2c1
    4 | 13 | -32

Quoted at random: 2 compounds from above, in no set order.
Below each SMILES – CCR6 antag | EBI2 antag | Gli-Sufu antag
1. COc1ccc(CN(C)C(=O)Cn2cc(C)c(=O)[nH]c2=O)cc1OC
    -9 | -1 | 21
51. Cc1ccc(NC(=O)c2noc3c2CCC3)cc1C
    4 | 7 | -100

Other entries follow.
Below each SMILES – CCR6 antag | EBI2 antag | Gli-Sufu antag
61. O=C(ONC(=O)C1C2C=CC(C2)C1C(=O)NOC(=O)c1ccccc1)c1ccccc1 (stereo unspecified)
    -5 | 7 | 14
62. CC12CCC(=O)C=C1C(O)CC1C2CCC2(C)C1CCC2(O)C(=O)CO (stereo unspecified)
    14 | -9 | 6
63. O=[N+]([O-])c1ccc(NN=C(c2ccccc2)c2ccccc2)nc1
    24 | 0 | 10
64. c1ccc(NCCc2ccccn2)cc1
    1 | -3 | -12
65. CC(=O)OCC1=C(C(=O)OC(C)(C)C)N2C(=O)[C@@H](NC(=O)Cc3ccccc3)[C@H]2SC1
    13 | -4 | 0
66. CC(=O)C1=CN(Cc2ccccc2)CCC1=O
    -6 | 0 | -2
67. Cc1ccc2nsnc2c1S(=O)(=O)N(Cc1ccco1)Cc1cc2ccc(C)c(C)c2[nH]c1=O
    20 | 5 | -12
68. O=C1/C(=C/c2ccc(O)c(O)c2)SC(=S)N1Nc1ccccc1
    61* | 6 | 3
69. Cc1cccc(-n2c(Cc3cc(=O)[nH]c(=O)[nH]3)nnc2SCC(=O)NCc2ccco2)c1
    7 | -3 | 0
70. CCCc1cc(CN2CCOCC2)c(O)c(CN2CCOCC2)c1O
    -5 | 5 | -9
71. CCN1C[C@@H]2[C@@H]3C(=O)N(Cc4ccccc4)C(=O)[C@@H]3[C@](Cc3ccccc3)(C1=O)N2C(=O)c1ccc(Cl)cc1
    0 | -6 | 1
72. O=C(O)CSCC(=O)N1CCCN(c2ccc(C(F)(F)F)cn2)CC1
    12 | -20 | 0
73. O=C(Cc1ccc(NC(=O)C2CCN(C(=O)C3CC3)CC2)cc1)Nc1cccc(C(=O)N2CCCCC2)c1
    7 | -10 | 0
74. Nc1ccc(C=C2C=Cc3ccccc32)cc1
    10 | -1 | -52
75. COc1ccc(CCN2CC(C(=O)N(C)CC(=O)Nc3ccc(F)c(F)c3F)CC2=O)cc1OC (stereo unspecified)
    5 | 2 | 0
76. O=C(Cc1cccc(NC(=O)C2CCN(S(=O)(=O)c3cccc([N+](=O)[O-])c3)CC2)c1)Nc1cccc(C(=O)N2CCCCC2)c1
    4 | -9 | -3
77. Cc1nc2c(C)cccn2c1/C(O)=C1\C(=O)C(=O)N(CCN(C)C)C1c1cccs1 (stereo unspecified)
    -9 | -3 | -19
78. CC[n+]1ccc(C[n+]2ccccc2)c2ccccc21
    9 | -8 | 0
79. CCCCC(C)Sc1nc2c([nH]1)c(=S)n(C)c(=O)n2C (stereo unspecified)
    46 | 9 | 16
80. Oc1c(C(Nc2nccs2)c2ccc(C(F)(F)F)cc2)ccc2cccnc12 (stereo unspecified)
    4 | -13 | 29
81. Cc1cc(NS(=O)(=O)c2ccc(NC(=O)c3cc4c(=O)n5ccccc5nc4s3)cc2)nc(C)n1
    -8 | -4 | -6
82. COc1ccccc1NC(=O)N(Cc1ccco1)Cc1cc2c(C)ccc(C)c2[nH]c1=O
    -6 | 0 | 8

Compound activity from PubChem BioAssay.
